Compound activity: PubChem BioAssay, several laboratories
PRMT1 inh = inhibitors of human PRMT1. inhibition, % at 2.79 µM. Q99873. recombinant PRMT1, activity-based probe fluorescence polarization. 1.3% of 370,000 active;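 active means inhibition above about 21% made by adding two undisclosed values, limit read from the data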
Target sequence (Q99873 whole entry, looked up): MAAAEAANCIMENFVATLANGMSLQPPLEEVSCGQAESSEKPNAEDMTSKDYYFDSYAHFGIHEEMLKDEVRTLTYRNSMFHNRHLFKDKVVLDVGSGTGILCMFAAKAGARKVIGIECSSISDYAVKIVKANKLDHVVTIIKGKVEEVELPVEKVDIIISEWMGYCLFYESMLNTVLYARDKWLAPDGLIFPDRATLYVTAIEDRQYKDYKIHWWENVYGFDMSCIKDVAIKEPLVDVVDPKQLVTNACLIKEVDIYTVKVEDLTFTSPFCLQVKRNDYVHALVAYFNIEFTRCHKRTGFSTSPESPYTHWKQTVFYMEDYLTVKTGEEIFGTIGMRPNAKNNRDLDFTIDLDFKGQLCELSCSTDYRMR
LEDGF integ inh = blocks HIV-1 LEDGF/p75-dependent DNA integration. TR-FRET IN-LEDGF/p75 DNA integration, Eu/Cy5. inhibition, % at 3.7 µM. 0.64% of 370,000 active. AID 743269;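 active means inhibition above the screen-wide mean plus 3 SD, cut at about 13% in these data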;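 further: signal is the Cy5 over europium emission ratio at 671 and 618 nm; 0% = plate median of compound wells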
MBD2 inh = MBD2-methylated oligo binding inhibition; TR-FRET, MBD2 binding to methylated oligonucleotide; inhibition, % at 4.4 µM; 0.31% of 370,000 active; in the data active means inhibition above about 13%
ABHD4 inh = inhibits mouse alpha/beta hydrolase domain 4 | Q8VD66 | purified mABHD4, FP-Rh probe fluorescence polarization | inhibition, % at 8.92 µM | 0.54% of 370,000 active;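 active means inhibition exceeding the mean over every tested compound plus 3 SD, cut at about 30% in these data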;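 further: 0% = plate median of compound wells and 100% = S159A mutant with DMSO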
Target sequence (Q8VD66 whole entry, looked up, the tested form may be a part): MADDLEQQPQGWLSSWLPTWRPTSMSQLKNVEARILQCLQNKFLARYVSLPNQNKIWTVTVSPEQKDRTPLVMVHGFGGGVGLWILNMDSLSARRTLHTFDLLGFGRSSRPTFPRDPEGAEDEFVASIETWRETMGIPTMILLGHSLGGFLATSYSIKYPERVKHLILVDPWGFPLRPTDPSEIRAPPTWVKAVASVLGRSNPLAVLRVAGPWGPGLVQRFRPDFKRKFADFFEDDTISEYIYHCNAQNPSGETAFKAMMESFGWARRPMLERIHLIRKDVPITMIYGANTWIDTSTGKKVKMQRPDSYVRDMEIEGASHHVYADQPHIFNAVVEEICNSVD
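Assay system: mABHD4 protein; medium: HEPES pH 7.0, NaCl, Pluronic buffer; dosing: 8.92 µM, single dose; schedule: 45 min + 60 min at 25 °C; signal: FP readout, ex 525 nm / em 598 nm; read-out: normalized percent inhibition of probe labeling; repeats: single replicate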
TDP2 inh = blocks human TDP2 phosphodiesterase activity. O95551. recombinant TDP2, T5PNP hydrolysis, p-nitrophenol absorbance 415 nm. inhibition, % at 12.8 µM. 0.34% of 370,000 active. AID 720702;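 active means inhibition above the mean of all tested compounds plus 3 SD, set per campaign, cut at about 25% in these data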;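 further: 0% = DMSO with enzyme and 100% = buffer with substrate but no TDP2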
Target sequence (O95551 whole entry, looked up): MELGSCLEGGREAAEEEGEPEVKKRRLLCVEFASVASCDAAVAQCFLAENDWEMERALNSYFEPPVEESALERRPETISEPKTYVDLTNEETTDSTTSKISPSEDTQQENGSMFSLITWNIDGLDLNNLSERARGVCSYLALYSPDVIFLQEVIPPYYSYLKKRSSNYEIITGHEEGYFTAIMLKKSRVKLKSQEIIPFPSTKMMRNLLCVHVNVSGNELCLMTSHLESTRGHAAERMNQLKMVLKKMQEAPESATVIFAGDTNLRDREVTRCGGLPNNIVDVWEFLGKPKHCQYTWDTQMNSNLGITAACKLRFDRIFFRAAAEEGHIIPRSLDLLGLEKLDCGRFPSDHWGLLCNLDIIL
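Evaluation: % inhibition relative to enzyme-containing and enzyme-free wells. Material: recombinant human TDP2. Benchmarks: enzyme-free and DMSO wells. Timing: enzyme reaction with compound for 2 h at 37 °C. Compound dosing: 12.8 µM only. Measured by: p-Nitrophenol epi absorbance. Reagent: T5PNP substrate at 5 mM, a TopII-DNA adduct mimic. Replication: single well per compound.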
TCR-CD3 inh = inhibitors of human TCR-CD3 interaction | inhibition, % at 9.4 µM | TAMRA-labeled TCR probe fluorescence, biochemical | AID 651800 | 0.37% of 360,000 active; in the data active means inhibition above about 19%;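 further: recombinant mutant TCR 2C K166C tagged with TAMRA read by polarization; 0% = receptor in buffer alone and 100% = receptor with positive control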
NPR2 activator = GC-B (human) receptor activation. AID 1920062. HEK293-GC-B cells, CNP EC30, cGMP TR-FRET; 0% at EC30 CNP, 100% saturating CNP. 0.11% of 370,000 active. activation, % at 10 µM;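 active means activation at 10 µM reaching about 35% in either raw or pattern-adjusted values, limit read from the data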
SIAE primary = human SIAE inhibition, primary screen; SIAE FP-Rh probe binding, fluorescence polarization; 0.69% of 370,000 active; inhibition, % at 9.66 µM;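 active means inhibition above a cutoff: mean of compounds within the control limits plus 3 SD of those, cut at about 17% in these data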;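 further: 0% = plate median of compound wells and 100% = probe without SIAE protein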
HTRA1 inhibitor = blocks human HTRA1 serine peptidase; Q92743; recombinant HTRA1, FP-rhodamine activity-based probe, fluorescence polarization; inhibition, % at 5.96 µM; 0.5% of 340,000 active; in the data active means inhibition above about 36%;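 further: 0% = enzyme with DMSO and 100% = wells lacking enzyme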
rCAG RNA binder = binds r(CAG) RNA repeats. r(CAG) RNA repeat, TO-PRO-1 dye displacement fluorescence. inhibition, % at 3 µM. 1.3% of 370,000 active;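 active means inhibition above the plate cutoff, the mean of all test compounds on that plate plus 3 SD, cut at about 35% in these data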;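 further: 0% = DMSO alone and 100% = 100 µM mitoxantrone as full dye displacement; higher means more dye released from RNA so lower well fluorescence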
Active calls of the source: *; nt = not tested or not shown.

SMILES | PRMT1 inh | LEDGF integ inh | MBD2 inh | ABHD4 inh | TDP2 inh | TCR-CD3 inh | NPR2 activator | SIAE primary | HTRA1 inhibitor | rCAG RNA binder
CCOCC(=O)Nc1cc(S(=O)(=O)N2CCOCC2)ccc1N1CCCCC1 | 41* | 8 | 4 | -2 | -11 | -8 | 7 | 2 | -1 | 3
N=c1nc2n(cc1F)C1OC(CO)C(O)C1O2 (centres undefined) | -8 | 6 | -4 | -4 | -16 | -2 | -7 | 2 | 3 | 0
O=c1c2ccccc2[nH]c(=S)n1CCCN1CCN(c2ccccc2)CC1 | 0 | -4 | 0 | 3 | 15 | 7 | -3 | 1 | -6 | -4
O=C(NCc1ccccn1)Nc1ccc(Cl)cc1Cl | 0 | 1 | 2 | -3 | 16 | 11 | 2 | 3 | 3 | -4
CCN1CCN(CCNC(=O)CCCCCn2c(=O)[nH]c3cc(C(=O)OC)ccc3c2=O)CC1 | -2 | -2 | -7 | -1 | -6 | 14 | 1 | 5 | 8 | -3
O=[N+]([O-])c1ccc(S(=O)(=O)NCCCc2ccccc2)cc1 | 2 | 0 | 4 | 1 | -6 | -1 | -9 | 4 | nt | -3
Cc1ccc(S(=O)(=O)N2CCN(c3ncnc4scc(-c5ccc(F)cc5)c34)CC2)cc1 | -7 | 5 | -5 | -2 | -9 | 0 | -9 | -1 | -38 | 2
COc1ccccc1Cn1c(C)c(C(=O)NCc2cccc(C)c2)sc1=O | 5 | 4 | -7 | -5 | 5 | -2 | -11 | 3 | nt | -2
OC[C@@H]1CC[C@@H]2O[C@H](CCc3ccc(-c4ccc(F)cc4)cc3)[C@@H](n3cc(C4CC4)nn3)C[C@@H]2O1 | 0 | -3 | 4 | -12 | 1 | nt | -1 | 3 | nt | 8
O=C(COC(=O)Cc1ccc(F)cc1)NC1CCCC1 | -1 | -2 | 2 | 3 | -10 | 4 | -1 | -7 | -8 | 0
COc1cccc(N2CCN(C(=O)CSc3nc4ncccc4[nH]3)CC2)c1 | -2 | -1 | 1 | 6 | 0 | nt | -5 | 4 | nt | 3
COc1ccc(OC)c(/C=N/NC(=O)c2csc3ccccc23)c1 | -2 | -5 | 2 | -16 | -5 | 2 | -11 | -15 | -42 | 6
COc1cccc(C(=O)N2CCCC(CCC(=O)NCc3ccc(F)c(F)c3)C2)c1 (centres undefined) | -2 | 1 | 6 | -1 | 0 | 2 | 1 | 10 | -3 | -8
COc1cccc(-c2cc(C(=O)N3CCc4ccccc4C3)no2)c1 | 4 | 8 | 0 | -16 | -2 | -2 | -4 | -10 | -32 | 6
Cc1cc(OC(=O)Nc2ccccc2)ccc1Cl | 1 | -3 | 6 | 0 | 9 | 1 | -3 | 1 | 2 | 0
CCCCn1c(N)c(N(CCC(C)C)C(=O)c2ccc3ccccc3c2)c(=O)[nH]c1=O | -3 | 3 | -2 | 0 | 0 | 1 | -2 | 1 | -3 | 3
CCOc1ccc(N=C2C(=O)N(CN3CCOCC3)c3ccccc32)cc1 | -1 | -1 | -8 | 6 | 9 | -1 | 2 | 3 | -6 | 3
O=C(C1=C(O)C(=O)N(CCN2CCOCC2)C1c1ccco1)c1cc2ccccc2o1 (centres undefined) | 8 | 2 | 2 | 6 | 5 | 4 | -1 | 3 | 4 | 8
C=CCN(CC=C)C(=S)NC(=O)/C=C/c1ccc(OC)cc1 | 1 | -4 | -2 | 1 | 7 | -7 | -4 | 4 | -6 | 6
CCCCCCCC(=O)N[C@H]1CC[C@@]23CCCN2C(=O)CCC[C@H]3[C@H]1C | -2 | 0 | -8 | 6 | 1 | nt | -5 | -2 | nt | nt
CCCCNC1=CC(=O)C(=O)c2ccccc21 | 1 | 5 | -30 | 0 | 16 | 2 | 2 | -3 | 2 | 0
COC(=O)C1CCN(C(=O)NC2CC(=O)N(c3ccc4c(c3)OCCO4)C2)CC1 (centres undefined) | 2 | 1 | 0 | 8 | 1 | -2 | -1 | -4 | -1 | 0
Cc1ccc(S(=O)(=O)N2CC(C)C(=O)CC2C)cc1 (centres undefined) | 2 | -4 | 4 | 6 | 1 | -5 | -5 | 4 | 2 | 0
CCc1cc(C(=O)OC)c(N2C(=O)C3C4C=CC(C4)C3C2=O)s1 (centres undefined) | 0 | 3 | -3 | 3 | -3 | -9 | 0 | 3 | 4 | -6
Cc1cnc(C(=O)OCc2ccc(C#N)cc2)cn1 | 2 | 2 | -2 | 1 | 2 | 4 | 2 | 6 | 4 | 4

Given with values under each structure: three of the compounds above.
Every second line gives: PRMT1 inh	LEDGF integ inh	MBD2 inh	ABHD4 inh	TDP2 inh	TCR-CD3 inh	NPR2 activator	SIAE primary	HTRA1 inhibitor	rCAG RNA binder
CCOc1ccc(N=C2C(=O)N(CN3CCOCC3)c3ccccc32)cc1
  -1	-1	-8	6	9	-1	2	3	-6	3
O=C(C1=C(O)C(=O)N(CCN2CCOCC2)C1c1ccco1)c1cc2ccccc2o1 (centres undefined)
  8	2	2	6	5	4	-1	3	4	8
C=CCN(CC=C)C(=S)NC(=O)/C=C/c1ccc(OC)cc1
  1	-4	-2	1	7	-7	-4	4	-6	6

Next part
SMILES | PRMT1 inh | LEDGF integ inh | MBD2 inh | ABHD4 inh | TDP2 inh | TCR-CD3 inh | NPR2 activator | SIAE primary | HTRA1 inhibitor | rCAG RNA binder
CCOC(=O)c1c(C)n(C)c2ccc(O)c(CN3CCCCC3)c12 | -5 | 0 | 6 | -3 | -1 | 8 | 6 | 4 | 0 | 12
Cc1ccc(OCCn2ncc3ccccc3c2=O)c(C)c1 | -1 | -6 | -6 | 1 | 10 | -2 | -2 | 5 | -9 | 0
COc1ccc(C(CNC(=O)c2cccc(S(=O)(=O)N3CCc4ccccc43)c2)N(C)C)cc1 (centres undefined) | -1 | 0 | -2 | -5 | 2 | -4 | -12 | -3 | -21 | 10
CCCCN(C(=O)c1ccc(Br)o1)C1CCS(=O)(=O)C1 (centres undefined) | -1 | 0 | 3 | -2 | 4 | -4 | -1 | 16 | 0 | -3
NC(=O)c1c(NC(=O)Cn2cnc([N+](=O)[O-])n2)sc2c1CCCC2 | -2 | 4 | -2 | -5 | -5 | -2 | -5 | 4 | 6 | 5
CCOC(=O)C1=C(C)Nc2ccccc2N=C1NC(=O)C(c1ccccc1)c1ccccc1 | -6 | 4 | -4 | -6 | -6 | 2 | -7 | -6 | -9 | -2
COc1cccc(CN(C)CCCn2ccc(NC(=O)OCc3ccccc3)nc2=O)c1 | -2 | -5 | -4 | 11 | 1 | -5 | 4 | 1 | 2 | 1
O=C(CCc1ccccc1)NC1CCSC1=O (centres undefined) | 5 | -2 | 2 | -5 | -15 | -2 | 4 | -5 | 8 | 1
COCCn1c(=O)c2c(nc3n2CCCN3CCc2ccc(OC)c(OC)c2)n(C)c1=O | -6 | 1 | 2 | -5 | 5 | -3 | 0 | 2 | 0 | -5
Nc1cccc(-c2cnc3ccccc3n2)c1 | -2 | 2 | -5 | 2 | -6 | -4 | -11 | 4 | 6 | 1
COc1ccc(CCNC(=O)CCSCc2ccccc2F)cc1OC | -1 | 7 | 5 | -6 | -14 | 2 | 1 | 1 | 5 | -6
O=C(NCc1ccccc1F)C12CC3CC(CC(C3)C1)C2 | -1 | 1 | -4 | -5 | -1 | -4 | 4 | 7 | 4 | -4
O=C(c1ccc(F)cc1)N1CCN(c2cc(=O)[nH]nc2-c2ccccc2)CC1 | 3 | 3 | -7 | -2 | 5 | 3 | -7 | 9 | 10 | -7
CC1(C)C2(C#N)C(N)=NC3(OCCO3)C12C#N (centres undefined) | -2 | 1 | 0 | -1 | 6 | 7 | -5 | 2 | 9 | 0
O=C1NC(=Nc2ccccc2)SC1Cc1cccc(Cl)c1Cl (centres undefined) | 2 | -2 | -1 | 0 | 2 | -7 | -3 | -1 | -6 | 11
COc1ccc(NC(=O)COC(=O)C2CC(=O)N(CCc3ccc(OC)c(OC)c3)C2)cc1Cl (centres undefined) | 0 | 2 | -3 | 3 | 0 | 3 | -4 | -2 | 3 | 2
COc1ccc(/C=C/C(=O)NC(C)CCc2ccccc2)cc1OC (centres undefined) | 4 | 0 | 10 | 2 | 10 | 4 | 1 | -4 | -4 | -4
COc1ccc(/C=C/C(=O)OC(C)CN2CCCCC2)cc1 (centres undefined) | 0 | 4 | -8 | -1 | -7 | -1 | -3 | 5 | 11 | -4
COc1cc(NC(=O)COc2ccccc2)ccc1NC(=O)c1ccco1 | 1 | -2 | -1 | -2 | 8 | -5 | 12 | -8 | -5 | 5
c1ccc(OCCCc2nc(-c3ccncc3)no2)cc1 | 0 | -2 | -1 | 0 | 0 | 3 | -1 | 1 | 4 | -5
Nc1ccc(C(=O)N/N=C/c2c[nH]c3ccccc23)cc1 | 0 | 0 | 3 | 3 | 10 | 6 | -2 | 3 | -3 | 0
CCc1ccc(NC(=S)N2CCC(NC(=O)C3CCCCC3)CC2)cc1 | -3 | 1 | -2 | 2 | -3 | 4 | -3 | -4 | 5 | 1
CC(C)CCN1C(=O)CSCC1(C)C(=O)Nc1ccc2c(c1)OCCO2 (centres undefined) | 0 | 0 | -6 | 0 | 1 | 6 | 2 | 7 | nt | 2
CCCc1c(C(=O)N/N=C(\C)c2ccccc2O)nnn1-c1nonc1N | -3 | -4 | 2 | 6 | 5 | 6 | -2 | 3 | 21 | 0
CN1CCN(C(=O)C23CC4CC(CC(C4)C2)C3)CC1 | 0 | -3 | 0 | 5 | -3 | 0 | 1 | -1 | nt | -2
SMILES | PRMT1 inh | LEDGF integ inh | MBD2 inh | ABHD4 inh | TDP2 inh | TCR-CD3 inh | NPR2 activator | SIAE primary | HTRA1 inhibitor | rCAG RNA binder
N#Cc1cnn(CC2CCCCC2)c1N | 1 | -3 | 2 | -4 | -3 | 5 | 3 | -1 | -3 | -1
COc1ccc(C2(C#N)CCC(=O)N2c2ccccc2)cc1 (centres undefined) | 8 | -3 | 3 | 6 | -1 | -6 | -2 | -3 | -1 | -7
O=C(CSc1ncccn1)Nn1cnnc1 | -1 | -1 | -4 | 9 | 0 | 2 | 4 | 4 | 2 | 1
COc1ccc(CCC(=O)N2CCCC(Nc3ccc(OC)cc3)C2)cc1 (centres undefined) | 1 | -4 | 1 | 0 | 5 | -2 | 5 | 6 | -2 | -4
C#CC[N+](C)(C)CCCCCCCCCC | 1 | -5 | 3 | 0 | -9 | 3 | 4 | -2 | 10 | 5
COc1ccc(-c2cc3ccc(OCc4nn[nH]n4)cc3oc2=O)cc1 | 2 | 3 | 2 | -35 | -6 | 2 | -2 | -23 | -11 | 45*
c1ccc(-c2ccc(CN3CCSCC3)cc2)cc1 | 2 | 2 | 4 | 13 | 2 | 4 | 2 | -5 | -7 | -3
CN(C)c1ncnc2c1ncn2[C@H]1CN(Cc2ccc(Cl)cc2)C[C@@H](CO)O1 | 3 | 4 | 0 | 5 | -2 | 5 | 1 | -2 | nt | 0
CCCCCC1CC(CC(=O)NC(=S)Nc2ccccc2Cl)C(=O)O1 (centres undefined) | -2 | 0 | -3 | -4 | -11 | 7 | 3 | -2 | -17 | -2
COc1ccc(-c2csc(NC(=S)NC(=O)c3ccc4ccccc4c3)n2)cc1OC | -1 | 2 | -4 | -5 | -1 | -2 | -2 | 5 | -3 | 1
COc1ccc(-n2nc(C(=O)Nc3ccc4c(c3)OCO4)c3c4ccccc4n(C)c3c2=O)cc1 | 0 | 3 | 1 | -4 | -19 | -5 | -2 | 4 | 3 | 6

This is a subset. The share of hits here may be higher or lower than overall.
